Assay outcomes as filed in PubChem.
ZTA counter = counter-screen for EBNA-1 inhibitors: inhibitors of Epstein-Barr virus ZTA | ZTA-DNA binding, fluorescence polarization | 0.15% of 320,000 active | AID 2234 | inhibition, % at 11 µM | P03206; in the data active means inhibition above about 33%
LAP4 TOR yeast = modulators of TOR pathway LAP4-GFP in S. cerevisiae; S. cerevisiae LAP4-GFP multiplex, flow cytometry GFP, 3 h; median GFP as percent of DMSO wells; GFP response vs DMSO, % at 10 µM; 0.34% of 320,000 active;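 active means GFP response vs DMSO above a set limit, about the screen mean plus 3 SD, cut at about 150% in these data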
RPL19A TOR yeast = modulators of TOR pathway RPL19A-GFP in S. cerevisiae; AID 2025; S. cerevisiae RPL19A-GFP strain, flow cytometry, 3 h; active compounds read low; 0.3% of 330,000 active; percent response vs DMSO, % at 10 µM;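 active means percent response vs DMSO below 50%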;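 further: median channel GFP fluorescence of the barcoded RPL19A-GFP strain; ratio of sample median GFP to plate DMSO average so 100% = DMSO; lower means less RPL19A-GFP as with rapamycin TOR inhibition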
procasp3 activ = procaspase-3 (human) activation. activation, % at 8.5 µM. recombinant procaspase-3 D3A, Ac-DEVD-pNA absorbance 405 nm. 0.11% of 330,000 active. AID 463141;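 active means activation above the mean of all tested compounds plus 3 SD, cut at about 21% in these data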;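 further: 0% = DMSO alone and 100% = DMSO wells spiked with extra 5 µM PC-3 D3A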
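assay system = Procaspase-3 D3A mutant | signal = absorbance at 405 nm, 0 and 120 min | times = 1 h preincubation plus 2 h reaction at 25 °C | repeats = single replicate | read-out = % activation between DMSO and enzyme-spiked controls | medium = Zinc-free HEPES saline buffer with Triton X-100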
procasp7 counter = counter-screen: procaspase-7 (human) activation; P55210; recombinant procaspase-7, Ac-DEVD-pNA absorbance 405 nm; D23A/D198A/D206A triple mutant, cannot self-cleave; scale: DMSO 0, 5 µM enzyme 100; activation, % at 8.5 µM; 0.093% of 330,000 active;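 active means percent activation above the screen-wide mean plus 3 SD, cut at about 25% in these data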
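System: Uncleavable procaspase-7 mutant enzyme; Amount: 2 µM procaspase-7 mutant as dispensed; Schedule: 1 h compound preincubation, 2 h substrate cleavage, 25 °C; Measured by: 405 nm absorbance of p-nitroaniline; Evaluation: percent activation from buffer-corrected 0–120 min absorbance change; Control set: low DMSO alone, high DMSO plus 5 µM PC-7.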
MEP2 TOR yeast = alters MEP2-GFP fluorescence in TOR pathway yeast screen; S. cerevisiae MEP2-GFP strain, flow cytometry GFP, 3 h; 100% = DMSO control level; GFP response vs DMSO, % at 10 µM; 0.51% of 330,000 active;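 active means GFP response versus DMSO above a set limit, roughly screen mean plus 3 SD, cut at about 180% in these data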;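 further: median GFP fluorescence of the barcode-gated MEP2-GFP cells per well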
AHR activator = human AHR activation. 2.5% of 320,000 active. P35869. AHR-responsive luciferase reporter cells, luminescence. AID 2796. activation, % at 5 µM; in the data active means activation above about 47%;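 further: 0% = vehicle wells and 100% = reference agonist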
EBNA-1 inh = blocks EBNA-1 binding to DNA | inhibition, % at 14.8 µM | 0.34% of 300,000 active | AID 1950 | EBNA-1 DNA binding, fluorescence polarization; in the data active means inhibition above about 28%
An asterisk follows results filed as active.

`FC(F)(F)c1ccc2c(c1)N1CCCC1CN2` (stereo unspecified) gave ZTA counter -11, LAP4 TOR yeast 116, RPL19A TOR yeast 98, procasp3 activ -11, procasp7 counter -20, MEP2 TOR yeast 109, AHR activator 0 and EBNA-1 inh 2.
`O=C(COc1ccccc1)Nc1ccc(OC(F)(F)C(F)F)c(NC(=O)COc2ccccc2)c1` gave ZTA counter -1, LAP4 TOR yeast 107, RPL19A TOR yeast 101, procasp3 activ 10, procasp7 counter -1, MEP2 TOR yeast 96, AHR activator 7 and EBNA-1 inh 12.
`CN(CC(=O)N1CCN(c2ccccn2)CC1)S(=O)(=O)c1cccc2nsnc12` gave ZTA counter -4, LAP4 TOR yeast 97, RPL19A TOR yeast 103, procasp3 activ 12, procasp7 counter 19, MEP2 TOR yeast 90, AHR activator 10 and EBNA-1 inh 2.
`CN(C)CCCNC(=S)Nc1ccc(Br)cc1` gave ZTA counter -2, LAP4 TOR yeast 102, RPL19A TOR yeast 109, procasp3 activ 0, procasp7 counter 8, MEP2 TOR yeast 116, AHR activator -1 and EBNA-1 inh -9.
O=C(Nc1nc(N2C(=O)c3ccccc3C2=O)n(-c2ccccc2)n1)c1ccc(F)cc1 was read as ZTA counter -5, LAP4 TOR yeast 98, RPL19A TOR yeast 96, procasp3 activ 14, procasp7 counter 11, MEP2 TOR yeast 103, AHR activator 1 and EBNA-1 inh 6.
For Cc1ccc2c(c1)N(C(=O)CCC(=O)N1CCN(c3ccccc3)CC1)CCO2 the results were ZTA counter 11, LAP4 TOR yeast 106, RPL19A TOR yeast 104, procasp3 activ 0, procasp7 counter -1, MEP2 TOR yeast 106, AHR activator -2 and EBNA-1 inh 0.
For CCOC(=O)[C@@H]1[C@H]2COc3cc(OC)ccc3[C@H]2N2C(=O)N(c3ccc(C)cc3)C(=O)[C@@]12C the results were ZTA counter 10, LAP4 TOR yeast 104, RPL19A TOR yeast 97, procasp3 activ 9, procasp7 counter 15, MEP2 TOR yeast 92, AHR activator -3 and EBNA-1 inh -3.
Screening Cc1cc(C)c(NC(=O)C2c3ccccc3Oc3ccccc32)c(C)c1 returned ZTA counter -6, LAP4 TOR yeast 104, RPL19A TOR yeast 98, procasp3 activ -3, procasp7 counter 10, MEP2 TOR yeast 102, AHR activator -1 and EBNA-1 inh 2.
Screening CCOC(=O)c1cc(C(=O)OCC)c2cc(Br)ccc2n1 returned ZTA counter 3, LAP4 TOR yeast 102, RPL19A TOR yeast 97, procasp3 activ 3, procasp7 counter 3, MEP2 TOR yeast 99, AHR activator -2 and EBNA-1 inh 14.
`Cn1cccc1Cc1nnc(SCC(=O)NCc2ccc3c(c2)OCO3)n1CCc1ccccc1` gave ZTA counter 7, LAP4 TOR yeast 94, RPL19A TOR yeast 93, procasp3 activ -5, procasp7 counter -14, MEP2 TOR yeast 97, AHR activator 7 and EBNA-1 inh -1.
For COC(=O)c1[nH]c2cc(OC)ccc2c1NC(=O)c1c(F)cccc1F the results were ZTA counter 4, LAP4 TOR yeast 113, RPL19A TOR yeast 96, procasp3 activ -3, procasp7 counter 5, MEP2 TOR yeast 90, AHR activator 9 and EBNA-1 inh -1.
For CC(C)=CCN1CCN(Cc2cc(CC(C)C)n[nH]2)CC1CCO (stereo unspecified) the results were ZTA counter 9, LAP4 TOR yeast 90, RPL19A TOR yeast 98, procasp3 activ -1, procasp7 counter -1, MEP2 TOR yeast 99, AHR activator 0 and EBNA-1 inh -4.
Screening O=C1NC(=S)N/C1=C/c1cccc2ccccc12 returned ZTA counter -4, LAP4 TOR yeast 96, RPL19A TOR yeast 104, procasp3 activ -4, procasp7 counter -6, MEP2 TOR yeast 108, AHR activator 0 and EBNA-1 inh 9.
For CCOC(=S)SCC(=O)N1CCc2cc(OC)ccc2C1C1C(=O)CCCC1=O (stereo unspecified) the results were ZTA counter -5, LAP4 TOR yeast 83, RPL19A TOR yeast 94, procasp3 activ -11, procasp7 counter -23, MEP2 TOR yeast 94, AHR activator 9 and EBNA-1 inh 11.
CC1CC1C(=O)OCC(=O)NCc1ccc(Cl)cc1Cl (stereo unspecified) was read as ZTA counter 4, LAP4 TOR yeast 99, RPL19A TOR yeast 97, procasp3 activ -1, procasp7 counter 6, MEP2 TOR yeast 94, AHR activator -1 and EBNA-1 inh 16.

Ordered by molecular weight (largest number first): 3 of the compounds above
For CCOC(=O)[C@@H]1[C@H]2COc3cc(OC)ccc3[C@H]2N2C(=O)N(c3ccc(C)cc3)C(=O)[C@@]12C the results were ZTA counter 10, LAP4 TOR yeast 104, RPL19A TOR yeast 97, procasp3 activ 9, procasp7 counter 15, MEP2 TOR yeast 92, AHR activator -3 and EBNA-1 inh -3.
Screening Cc1cc(C)c(NC(=O)C2c3ccccc3Oc3ccccc32)c(C)c1 returned ZTA counter -6, LAP4 TOR yeast 104, RPL19A TOR yeast 98, procasp3 activ -3, procasp7 counter 10, MEP2 TOR yeast 102, AHR activator -1 and EBNA-1 inh 2.
For CC(C)=CCN1CCN(Cc2cc(CC(C)C)n[nH]2)CC1CCO (stereo unspecified) the results were ZTA counter 9, LAP4 TOR yeast 90, RPL19A TOR yeast 98, procasp3 activ -1, procasp7 counter -1, MEP2 TOR yeast 99, AHR activator 0 and EBNA-1 inh -4.

The main list resumes, repeating the two entries before the break.
For CCOC(=S)SCC(=O)N1CCc2cc(OC)ccc2C1C1C(=O)CCCC1=O (stereo unspecified) the results were ZTA counter -5, LAP4 TOR yeast 83, RPL19A TOR yeast 94, procasp3 activ -11, procasp7 counter -23, MEP2 TOR yeast 94, AHR activator 9 and EBNA-1 inh 11.
CC1CC1C(=O)OCC(=O)NCc1ccc(Cl)cc1Cl (stereo unspecified) was read as ZTA counter 4, LAP4 TOR yeast 99, RPL19A TOR yeast 97, procasp3 activ -1, procasp7 counter 6, MEP2 TOR yeast 94, AHR activator -1 and EBNA-1 inh 16.
`Cc1ccc(-c2nnc(Nc3ccc(CC(N)=O)cc3)c3ccccc23)cc1S(N)(=O)=O` gave ZTA counter 7, LAP4 TOR yeast 91, RPL19A TOR yeast 105, procasp3 activ 3, procasp7 counter 5, MEP2 TOR yeast 99, AHR activator 4 and EBNA-1 inh -4.
Screening CCOC(=O)Cn1nc(C)c(NC(=O)COc2ccccc2)c1C returned ZTA counter -13, LAP4 TOR yeast 89, RPL19A TOR yeast 99, procasp3 activ 2, procasp7 counter 18, MEP2 TOR yeast 103, AHR activator -2 and EBNA-1 inh -5.
Screening Cc1ccc(OCCC(=O)Nc2ccc(C)c(S(=O)(=O)N3CCOCC3)c2)cc1 returned ZTA counter 5, LAP4 TOR yeast 98, RPL19A TOR yeast 102, procasp3 activ 2, procasp7 counter 9, MEP2 TOR yeast 99 and AHR activator 1.
`COc1cc(/C=C2\CCC(C3CCCC3)C2=O)ccc1OC(C)C` (stereo unspecified) gave ZTA counter 11, LAP4 TOR yeast 97, RPL19A TOR yeast 103, procasp3 activ 4, procasp7 counter 5, MEP2 TOR yeast 103, AHR activator 3 and EBNA-1 inh 2.
`Cc1ccc(S(=O)(=O)N2CCN(C(=O)c3ccc(OCc4c(C)noc4C)cc3)CC2)cc1` gave ZTA counter -6, LAP4 TOR yeast 90, RPL19A TOR yeast 100, procasp3 activ 4, procasp7 counter -4, MEP2 TOR yeast 98, AHR activator 0 and EBNA-1 inh -24.
Screening O=C(NCC(=O)N1CCCCC1)c1sc2ccccc2c1Cl returned ZTA counter -16, LAP4 TOR yeast 99, RPL19A TOR yeast 94, procasp3 activ -2, procasp7 counter 11, MEP2 TOR yeast 97 and AHR activator -2.
For O=C(Cc1ccc(Cl)cc1)NCCc1ccc(F)cc1 the results were ZTA counter -8, LAP4 TOR yeast 121, RPL19A TOR yeast 96, procasp3 activ 4, procasp7 counter 2, MEP2 TOR yeast 95, AHR activator -1 and EBNA-1 inh 1.
Screening Cc1onc(-c2c(F)cccc2Cl)c1C(=O)NC(=S)NC1CCS(=O)(=O)C1 (stereo unspecified) returned ZTA counter -1, LAP4 TOR yeast 97, RPL19A TOR yeast 99, procasp3 activ 0, procasp7 counter 0, MEP2 TOR yeast 105, AHR activator 1 and EBNA-1 inh 0.
Cc1ccccc1-c1nc(CN2CCCC(C(=O)NCc3cccnc3)C2)c(C)o1 (stereo unspecified) was read as ZTA counter 6, LAP4 TOR yeast 95, RPL19A TOR yeast 102, procasp3 activ 1, procasp7 counter 7, MEP2 TOR yeast 98, AHR activator 2 and EBNA-1 inh -1.
COc1ccc(S(=O)(=O)N(C(=O)c2ccncc2)c2ccc3oc4c(c3c2)CCCC4)cc1 was read as ZTA counter -24, LAP4 TOR yeast 99, RPL19A TOR yeast 98, procasp3 activ -6, procasp7 counter 0, MEP2 TOR yeast 98, AHR activator 2 and EBNA-1 inh 5.
For CCCN(CCC)C(=O)Cn1c(=O)n(CCCC(=O)NCc2ccco2)c(=O)c2sccc21 the results were ZTA counter 2, LAP4 TOR yeast 103, RPL19A TOR yeast 112, procasp3 activ -1, procasp7 counter 3, MEP2 TOR yeast 107, AHR activator -2 and EBNA-1 inh -4.
Screening COC(=O)CCS(=O)(=O)c1nc(-c2ccccc2)cc(C(F)(F)F)n1 returned ZTA counter 7, LAP4 TOR yeast 156*, RPL19A TOR yeast 101, procasp3 activ 5, procasp7 counter 4, MEP2 TOR yeast 183*, AHR activator 1 and EBNA-1 inh 5.
Clc1ccc(-c2nnc(SCc3nc(-c4ccccc4)no3)o2)cc1 was read as ZTA counter 13, LAP4 TOR yeast 104, RPL19A TOR yeast 101, procasp3 activ 2, procasp7 counter -9, MEP2 TOR yeast 105, AHR activator 0 and EBNA-1 inh -2.
`Nn1c(SCC(=O)Nc2ccc3c(c2)CCC3)nnc1C1CC1` gave LAP4 TOR yeast 96, RPL19A TOR yeast 103, procasp3 activ 1, procasp7 counter 5, MEP2 TOR yeast 113 and AHR activator 2.
For O=C(CSc1nc2ncc(Br)cc2[nH]1)c1ccc([N+](=O)[O-])cc1 the results were ZTA counter -6, LAP4 TOR yeast 104, RPL19A TOR yeast 101, procasp3 activ -7, procasp7 counter 1, MEP2 TOR yeast 105, AHR activator 36 and EBNA-1 inh -24.
For CN(C(=O)N1CCN(S(=O)(=O)c2ccccc2)CC1)c1ccccc1 the results were ZTA counter 9, LAP4 TOR yeast 107, RPL19A TOR yeast 95, procasp3 activ -1, procasp7 counter 6, MEP2 TOR yeast 65, AHR activator -1 and EBNA-1 inh -3.
For C[C@@H]1CN([C@@H](C)CO)C(=O)Cc2cc(NC(=O)C3CCCCC3)ccc2O[C@H]1CN(C)S(=O)(=O)c1ccccc1 the results were LAP4 TOR yeast 99, RPL19A TOR yeast 100, procasp3 activ -3, procasp7 counter -10, MEP2 TOR yeast 99 and AHR activator 0.
For CCOC(=O)CSc1ncc(OC)c(=O)[nH]1 the results were ZTA counter 9, LAP4 TOR yeast 102, RPL19A TOR yeast 100, procasp3 activ 6, procasp7 counter 13, MEP2 TOR yeast 101, AHR activator 1 and EBNA-1 inh -2.
`Cn1c(CCN2CCCCC2)nc2cc(NS(=O)(=O)c3ccc(F)cc3)ccc21` gave ZTA counter -11, LAP4 TOR yeast 85, RPL19A TOR yeast 88, procasp3 activ 1, procasp7 counter -1, MEP2 TOR yeast 87, AHR activator -3 and EBNA-1 inh -16.
For Cc1cc(C)cc(NS(=O)(=O)c2ccc(NC(=O)c3ccccc3C(=O)O)cc2)c1 the results were ZTA counter -5, LAP4 TOR yeast 111, RPL19A TOR yeast 98, procasp3 activ 7, procasp7 counter 7, MEP2 TOR yeast 91, AHR activator 3 and EBNA-1 inh -2.
COC(=O)/C(=C/c1c[nH]c2ccccc12)NC(C)=O was read as ZTA counter -32, LAP4 TOR yeast 100, RPL19A TOR yeast 107, procasp3 activ 10, procasp7 counter -1, MEP2 TOR yeast 113, AHR activator -2 and EBNA-1 inh -8.
